Assay outcomes from PubChem BioAssay.
KCNH2 3.1 block: qHTS for Inhibitors of KCHN2 3.1: Mutant qHTS | Potassium voltage-gated channel subfamily H member 2, brain isoform KCNH2 3.1 (human) | U2OS KCNH2 3.1, thallium flux FluxOr; stronger effect = lower value | activity change, % (tested at about 1.8 µM) | 340,000 tested, 0.95% active | AID 720553, 2013;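 active = maximum activity change below -70%; inconclusive = maximum activity change from -70% to -50%; inactive = maximum activity change above -50%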;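 also: thallium influx rate constant from kinetic fluorescence after stimulation buffer; % is scaled to controls: 0 for no effect and ±100 for the full control effect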
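Thallium flux via FluxOr fluorescence (Red40 quencher, 45 min loading) in U2OS cells virally expressing the KCNH2 3.1 isoform (1.77 x 10^8 /mL virus, overnight at 37 C). Rate constants from 2-min kinetic reads post-stimulation, normalised to positive and negative controls.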
Menin MLL FP TR: qHTS Assay for Inhibitors Targeting the Menin-MLL Interaction in MLL Related Leukemias: Competition With Texas Red Labeled MLL-derived Mutant Peptide | O00255 | Menin + Texas Red MLL mutant peptide, fluorescence polarization | Potency, µM (series often up to 61.6 µM), without a hit: at the top dose FP activity change, negative = inhibition, actives largely listed as inhibitors | 270,000 tested, 0.23% active | AID 1768, 2009; active = well fitted inhibition curve with a large enough effect in the polarisation, with a control signal flat, not every such curve was filed as active; inconclusive = small, poorly fitted or top-dose-only effect, or effect the other way, or a change in a side signal; inactive = no such curve, though single readings can be large or run the other way; the % refers to the polarisation; also: potency is read from the fitted curve at half-maximal effect; % of control where 0% means no effect; many of its hits are not listed in these tables
GALK inhibitor: qHTS Assay for Inhibitors of Human Galactokinase (GALK); P51570; Potency, µM (titrated, usually from 57.5 µM), for inactives: at the top dose activity change, negative = inhibition, actives largely listed as inhibitors; 270,000 tested, 0.007% active; Purified GALK, Kinase-Glo residual ATP luminescence; also: potency is read from the fitted curve at half-maximal effect; % is scaled to controls: 0 for no effect and ±100 for the full control effect
Target sequence (P51570 whole entry, looked up): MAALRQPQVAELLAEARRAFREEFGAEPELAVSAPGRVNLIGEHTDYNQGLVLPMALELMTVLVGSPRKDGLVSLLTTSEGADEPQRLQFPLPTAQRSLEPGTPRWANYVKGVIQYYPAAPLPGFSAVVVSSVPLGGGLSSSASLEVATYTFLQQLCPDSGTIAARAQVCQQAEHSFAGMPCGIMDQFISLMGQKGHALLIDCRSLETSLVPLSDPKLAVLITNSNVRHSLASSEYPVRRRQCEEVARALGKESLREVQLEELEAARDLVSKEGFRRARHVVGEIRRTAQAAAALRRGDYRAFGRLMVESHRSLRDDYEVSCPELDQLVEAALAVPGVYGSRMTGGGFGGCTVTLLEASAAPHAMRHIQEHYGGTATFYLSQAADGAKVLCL
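Compounds were pin-transferred into ATP buffer (35 uM final), then GALK plus galactose (5 nM, 100 uM final) was added. After 1 h at room temperature, Kinase-Glo Plus was added and luminescence read after 10 min.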
hERG WT inh: qHTS for Inhibitors of KCHN2 3.1: Wildtype qHTS. Voltage-gated inwardly rectifying potassium channel KCNH2 (Homo sapiens), Q12809. U2OS, BacMam KCNH2, thallium flux FluxOr; stronger effect = lower value. activity change, % at 1.84 µM. 340,000 tested, 0.37% active. AID 720551, 2013;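 active = maximum activity change below -70%; inconclusive = maximum activity change between -70% and -50%; inactive = maximum activity change above -50%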; also: % is scaled to controls: 0 for no effect and ±100 for the full control effect
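U2OS cells transduced with wild-type KCNH2 virus are loaded with FluxOr dye for 45 min, and thallium flux is measured in kinetic reads before and after stimulation buffer. Rate constants are normalized to DMSO controls.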
PKM2 activator: qHTS Assay for Activators of Human Muscle isoform 2 Pyruvate Kinase. Pyruvate kinase PKM (Homo sapiens), P14618. purified PKM2, Kinase-Glo ATP luminescence, activation; response scale: 0% is enzyme alone, no compound. Potency, µM (series often up to 57.5 µM), inactives show top-dose activation, actives largely listed as activators. 260,000 tested, 0.34% active; also: potency is read from the fitted curve at half-maximal effect; % is scaled to controls: 0 for no effect and ±100 for the full control effect; nearly all actives have a fitted effect of over 55% in size
Target sequence (P14618 whole entry, looked up, canonical isoform): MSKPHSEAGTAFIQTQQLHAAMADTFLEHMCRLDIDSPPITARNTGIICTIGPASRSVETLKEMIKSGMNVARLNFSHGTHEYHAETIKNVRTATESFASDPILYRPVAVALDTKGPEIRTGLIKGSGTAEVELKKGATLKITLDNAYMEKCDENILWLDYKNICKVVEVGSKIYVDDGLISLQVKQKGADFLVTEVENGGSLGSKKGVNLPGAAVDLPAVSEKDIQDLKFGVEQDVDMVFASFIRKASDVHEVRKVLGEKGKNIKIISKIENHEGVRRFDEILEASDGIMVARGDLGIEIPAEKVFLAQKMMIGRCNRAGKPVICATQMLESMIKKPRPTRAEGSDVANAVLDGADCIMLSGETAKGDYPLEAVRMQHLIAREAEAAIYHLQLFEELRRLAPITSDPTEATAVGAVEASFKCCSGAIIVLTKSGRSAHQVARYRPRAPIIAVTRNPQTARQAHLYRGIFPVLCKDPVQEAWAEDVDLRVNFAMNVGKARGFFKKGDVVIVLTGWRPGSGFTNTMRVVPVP
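hPK-M2, >95% pure; 0.1 mM ADP / 0.5 mM PEP final; imidazole pH7.2 buffer w/ 7 mM MgCl2, 50 mM KCl; 1 h RT; Kinase-Glo lum. Intermediate enzyme activity for dual inhibitor/activator qHTS.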
Giardia kill: Small Molecules that selectively kill Giardia lamblia: qHTS. AID 540267, 2011. activity change, % at 7.66 µM, hits read low. Giardia lamblia trophozoite viability. 340,000 tested, 0.15% active; in the data active = activity change below about -80%; inconclusive = between about -30% and that limit;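 also: parasites exposed to compound for two days anaerobically before the ATP read; % is scaled to controls: 0 for no effect and ±100 for the full control effect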
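Luminescence from cellular ATP indicates surviving trophozoites (100 cells/well) following 48 hrs anaerobic compound treatment at 37 deg C; signal develops 15-30 min at room temperature.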
B2AR arrestin: qHTS assay of beta-arrestin-biased ligands of beta2-adrenergic receptor. Beta-2 adrenergic receptor (Homo sapiens), P07550. beta-arrestin recruitment to beta2AR, cell-based reporter. Potency, µM (highest dose often 46.1 µM), for the others: at the highest dose activation, hits mostly activators. 330,000 tested, 0.02% active;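 also: potency is read from the fitted curve at half-maximal effect; 0% = DMSO controls and full agonism = EC100 isoproterenol or metaproterenol; nearly all actives have a fitted effect of over 65% in size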
MLL CXXC-DNA inh: qHTS Fluorescence Polarization Assay for Inhibitors of MLL CXXC domain - DNA interaction; Histone-lysine N-methyltransferase 2A (Homo sapiens), Q03164; MLL-CXXC / FITC-HOXA9 DNA fluorescence polarization; Potency, µM (titrated, usually from 115 µM), for inactives: at the top dose activity change, negative = inhibition, most hits filed as inhibitors; 290,000 tested, 0.037% active; active = well fitted inhibition curve with a large enough effect in the polarisation, with a control signal flat, not every such curve was filed as active; inconclusive = small, poorly fitted or top-dose-only effect, or effect the other way, or a change in a side signal; inactive = no such curve, though single readings can be large or run the other way; the % refers to the polarisation; also: potency is read from the fitted curve at half-maximal effect
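Purified MLL-CXXC (added from a 7 uM solution) was preincubated 5 min at ambient with pinned compounds in 50 mM Tris-HCl pH 7.5, 50 mM NaCl, 1 mM DTT, 0.05% BSA. Fluorescein-labeled HOX-A9 DNA (50 nM solution) followed, 30 min, then polarization read.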
Coupling enz: qHTS Assay for Inhibitors of Fructose-1,6-bisphosphate Aldolase from Giardia Lamblia: Coupling assay counterscreen; coupling enzyme system counterscreen, AmpLite Red fluorescence; 290,000 tested, 0.67% active; activity change, negative = inhibition, % at 58.2 µM, hits read low; in the data active = activity change below about -30%; also: % is scaled to controls: 0 for no effect and ±100 for the full control effect
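Counterscreen of the coupled detection system alone, without aldolase: glyceraldehyde-3-phosphate coupling enzymes plus AmpLite Red readout. Compounds at 57.5 uM final, 10 min RT preincubation, 20 min RT reaction, fluorescence 525/598 nm.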
USP2a block: qHTS Assay for Inhibitors of Ubiquitin-specific Protease USP2a Using CHOP2 as the Reporter; 330,000 tested, 0.01% active; USP2 core, Ub-CHOP2 coupled fluorogenic reporter, 485/531; Potency, µM (top dose mostly 38.3 µM), for the others: at the top dose activity change, negative = inhibition, most hits filed as inhibitors; Ubiquitin carboxyl-terminal hydrolase 2 (Homo sapiens), O75604; AID 463254, 2010;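 also: potency is read from the fitted curve at half-maximal effect; plate controls were DMSO wells for no effect and full inhibition by NEM control for full effect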
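USP2 core (10nM final) preincubated 30min RT with compound in 20mM Tris-HCl pH 8.0, 2mM CaCl2, 2mM beta-mercaptoethanol, 0.05% CHAPS; 25nM Ub-CHOP2 plus 25nM reporter substrate added, fluorescence (Ex485/Em531) read after 60min.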
TRPV1 agonist: HTS Assay for Compounds that Act as Agonists of the Vanilloid Receptor 1; Transient receptor potential cation channel subfamily V member 1 (Homo sapiens), Q8NER1; TRPV1-expressing cells, Fluo-8 calcium influx, agonist mode; activation, % at 8.33 µM; 320,000 tested, 0.19% active; in the data active = activation above about 80%; inconclusive = between about 30% and that limit; also: 0% is about no effect
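Fluo-8 calcium influx in TRPV1-expressing cells, kinetic read (ex 480/em 520 nm). Compound added and read 3 min for agonist activity, followed by capsaicin at EC20 final and 2 min further read for enhancement.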
* marks the source's active call; other numbers are inactive results; ? = inconclusive; . = no result given; [ ] = dose if it differs, or a comment. Unless noted, calls follow the shape of the dose curve; as a rule, active = well fitted curve in the direction sought with a large enough effect; inconclusive = small, poorly fitted or top-dose-only effect, or another doubt; inactive = no such curve, though single readings can be large; an effect the other way counts as inactive or inconclusive. Not all compounds are listed. The share of hits here may be higher or lower than overall.

SMILES	KCNH2 3.1 block	Menin MLL FP TR	GALK inhibitor	hERG WT inh	PKM2 activator	Giardia kill	B2AR arrestin	MLL CXXC-DNA inh	Coupling enz	USP2a block	TRPV1 agonist
Cc1cccc(N(C(=O)CNC(=O)c2ccco2)C(C(=O)NC2CCCC2)c2ccncc2)c1C (stereo not given)	-3	10%	-1%	14	.	-17	-0.1%	0%	-2	0%	-3
CCOc1ccc2c(c1)C(N(CCN1CCOCC1)C(=S)Nc1ccccc1OC)CC(C)(C)O2 (stereo not given)	-1	-16%	-2%	11	-6%	-11	0.0%	-1%	-2	2%	2
CSc1nsc(SCC(=O)Nc2ccc(C(N)=O)cc2)n1	28	3%	-1%	-7	1%	32[activator]	-1.0%	32%[activator]	2	0%	?
Cc1cc(C)nc(NC(=O)CSc2nn(-c3ccccc3)c(=S)s2)n1	-19	.	-1%	-4	?	6	-0.1%	-4%	0	5%	2
COc1ccc(NC(=O)COc2coc(CN3CCCc4ccccc43)cc2=O)cc1	-2	.	.	14	.	4	0.5%	.	.	-1%	1
O=C(COC(=O)c1ccc(Br)cc1)NCc1ccccc1	1	4%	0%	-3	-6%	8	-0.5%	-4%	3	4%	?
Cc1cccc(-c2c3c(=O)n(C)c(=O)n(C)c3c3cccnn23)c1	-5	15%	4%	22	4%	-14	-0.4%	6%	-1	1%	-3
S=C(NCC1CCCO1)N1CCN(c2cccc(Cl)c2)CC1 (stereo not given)	5	4%	1%	-1	-3%	-27	0.3%	4%	4	1%	?
OC(CCCN1CCC(O)(c2ccc(Cl)cc2)CC1)c1ccc(F)cc1 (stereo not given)	-21	6%	6%	7	-6%	6	-0.1%	-3%	0	4%	4
O=C(Nc1ccc([N+](=O)[O-])cc1)C1(c2ccccc2)CCOCC1	-10	27%	-1%	-5	-16%	-19	-0.1%	4%	-2	4%	-4
CSCCC(=O)N1CCC(n2nccc2NC(=O)c2ccc3c(c2)OCO3)CC1	-8	.	-1%	0	-6%	-9	0.1%	4%	.	1%	4
CCS(=O)(=O)N1CCN(CC2CC3C=CC2C3)CC1 (stereo not given)	11	-2%	1%	-2	0%	-5	0.1%	-2%	-1	1%	1
CC(/C=N/NC(=O)Cc1cc(=O)[nH][nH]1)=C\c1ccccc1	4	11%	-2%	1	2%	-6	-0.2%	-3%	15	-2%	-1
Cc1ccc(SCC2(O)CCN(C(=O)c3ccc(Cl)cc3)CC2)cc1	-13	-13%	-3%	0	-3%	-16	0.5%	-4%	4	1%	6
CC(=O)c1c(C)[nH]c(C(=O)OCc2nc3ccsc3c(=O)[nH]2)c1C	-1	.	.	-3	.	-23	-0.7%	.	.	1%	2
Cc1cccc(Nc2nc(-c3ccncc3)cs2)c1	1	?	0%	-1	2%	5	-0.3%	0%	-4	-1%	1
CCOc1ccc(C2C(C(=O)c3cccs3)=C(O)C(=O)N2Cc2cccnc2)cc1OC (stereo not given)	4	8%	2%	8	11%	16	0.0%	27%	5	0%	1
COc1ccc(-n2nc([N+](=O)[O-])c(=NCc3ccc4c(c3)OCO4)n2O)cc1	6	5%	1%	4	-11%	-92*	-1.1%	4%	-1	1%	-4
Cc1cccc(C(=O)OCC(=O)N(CC(C)C)c2c(N)n(Cc3ccccc3)c(=O)[nH]c2=O)c1C	-2	.	.	-13	.	11	0.1%	.	.	0%	3
COc1ccc(C(=O)OC(C)C(=O)NC2CCCc3ccccc32)cc1OC (stereo not given)	-10	.	.	-3	.	-1	-0.2%	.	.	1%	0
Cc1ccccc1NNC(=O)C(=O)NNc1ccccc1C	-22	.	1%	1	7%	3	-0.9%	12%	2	0%	2
c1ccc2sc(NN=C3CCCCCC3)nc2c1	1	?	-3%	-2	-2%	-1	0.1%	-14%	-1	5%	16
Cc1nc(SCCOc2ccccc2F)[nH]c(=O)c1Cc1ccccc1	-3	-20%	4%	-4	1%	-7	-0.8%	-6%	1	2%	9
COc1ccccc1NC(=O)Cn1nc(-c2ccc(Cl)cc2)c2ccccc2c1=O	2	-2%	-1%	7	-6%	-2	0.2%	25%	0	-6%	2
O=C1NN=C(c2ccccc2)CC1c1c[nH]c2ccccc12 (stereo not given)	-6	18%	-1%	-15	1%	-6	-0.5%	2%	0	9%	4
O=C(COC(=O)CCCSc1nc2ccccc2[nH]1)Nc1cccc(F)c1	6	34%[activator]	-2%	-3	-3%	1	-0.6%	4%	-3	-2%	-4
Cc1cccc(OCC(=O)Nc2ccccc2-c2ccccc2)c1	-5	?	1%	1	5%	-1	-1.1%	-5%	3	-11%	27
Cc1cc(C)cc(NC(=S)N2CCC(NC(=O)C3CC3)CC2)c1	-11	-4%	1%	-95*	0%	-9	0.2%	-2%	1	1%	0
O=C(Nc1ccc(S(=O)(=O)Nc2ccnn2-c2ccccc2)cc1)C(F)(F)F	2	17%	6%	4	.	-13	-1.0%	?	7	0%	-2
COc1cc(/C=C/C(C)=O)cc(OC)c1OC	-4	-4%	2%	-16	-7%	5	0.0%	2%	3	3%	-1
COc1ccc(-c2nc(CN(CC3CCC(=O)N3)C(C)C)c(C)o2)c(C)c1C (stereo not given)	-7	-3%	0%	-2	-1%	-3	-0.4%	38%[activator]	5	1%	-7
COc1cccc(NC(=O)CN(C)C(C)C(=O)NC(C)c2ccc(Cl)cc2Cl)c1 (stereo not given)	8	.	.	6	.	20	-0.3%	.	.	0%	7
CCCc1nc2scc(-c3ccccc3)c2c(=O)n1N	12	2%	0%	-9	-9%	-7	0.0%	-1%	1	0%	3
CCc1cc2ccc(C)cc2nc1SCC(=O)NNC(=O)c1ccco1	27	6%	0%	17	3%	-7	-0.6%	6%	7	1%	2
Cc1onc(C(=O)NN)c1-c1csc(COc2ccc(Cl)cc2)n1	-6	.	-4%	0	-2%	27	-0.3%	-1%	-1	2%	.
CC(C)Sc1nc2c([nH]1)c(=N)ncn2Cc1ccccc1	-2	?	3%	-11	14µM*	-10	0.1%	-10%	-2	1%	-1
CCc1nnc(NC(=O)CSc2ncnc3scc(-c4ccc(C)cc4)c23)s1	-1	2%	.	16	1%	-7	0.1%	20%	10	3%	-1
Cc1ccc(N2C(=O)c3cccc4cccc(c34)C2=O)cc1	0	-10%	-2%	11	-2%	0	0.0%	-11%	3	4%	2
O=C(CN1CCN(S(=O)(=O)c2ccccc2)CC1)Nc1ccccc1C(=O)c1ccccc1	-16	-17%	-2%	11	-16%	-12	0.3%	20%	-2	-1%	9
O=C(CN(Cc1ccc(Cl)cc1)C(=O)CNS(=O)(=O)c1ccccc1)NCC1CCCO1 (stereo not given)	11	-4%	-1%	12	2%	-3	2.8%	5%	4	1%	4
COc1ccc(C(=O)NCC(=O)NCC(=O)OCC(=O)c2ccc(C)cc2)cc1	-2	6%	-2%	-18	-4%	3	-0.2%	4%	-1	1%	1
CCN(c1ccccc1)S(=O)(=O)c1ccc(C(=O)Nc2ccccn2)cc1	4	.	.	-4	.	-15	0.4%	.	.	-4%	-1
Cc1cccc(NC(=O)CCN2CCCCC2)c1	-23	-7%	-4%	2	0%[11.5 µM]	-5	-0.7%	0%	-3	2%	0
CC1CCCCC1NC(=O)CCC(=O)N1CCOc2ccc(Cl)cc21 (stereo not given)	18	.	2%	-6	.	-21	-0.1%	4%	.	4%	0
COc1ccc(C(=O)c2c3ccc(OC)cc3[n+]([O-])n2CCCC(N)=O)cc1	5	.	.	-13	.	-7	-0.1%	.	.	1%	-1
